Assay outcomes from PubChem BioAssay.
proCasp3 act = activates human procaspase-3; P42574; AID 463141; 0.11% of 330,000 active; activation, % at 8.5 µM; recombinant procaspase-3 D3A, Ac-DEVD-pNA absorbance 405 nm;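 active = activation above the mean of all tested compounds plus 3 SD, cut at about 21% in these data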;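 note: 0% = DMSO alone and 100% = DMSO wells spiked with extra 5 µM PC-3 D3A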
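Assay system – Procaspase-3 D3A mutant, all three cleavage aspartates alanine · Controls – DMSO-only low control, 5 µM PC-3 D3A high control · Schedule – 1 h compound preincubation, 2 h substrate hydrolysis at 25 °C · Signal – 405 nm absorbance of p-nitroaniline, reads at 0 and 120 min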
HCV core dimer = blocks dimerization of HCV core protein; TR-FRET GST/Flag-core106 dimerization, 1536-well; inhibition, % at 5 µM; 0.33% of 300,000 active; AID 1899;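 active = inhibition above the mean of all tested compounds plus 3 SD, set per screening campaign, cut at about 45% in these data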
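Test system: GST/Flag-tagged HCV core106 proteins; Medium: KF-containing HEPES buffer, pH 7.45, DTT, CHAPS, BSA; Times: compound-protein-antibody incubation 4 h at 22.5 °C; Detection: TR-FRET 671 and 617 nm emission; Benchmarks: wells lacking GST-core106 and wells with excess unlabelled core106.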
PP5 primary = PP5 (human) phosphatase inhibition; inhibition, % at 6.7 µM; purified PP5c, OMFP substrate fluorescence; 0.18% of 320,000 active; P53041;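 active = inhibition above the campaign's mean inhibition across all tested compounds plus 3 SD, cut at about 9.5% in these data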;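 note: 0% = DMSO only and 100% = 100 µM cantharidin control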
Target sequence (P53041 whole entry, looked up): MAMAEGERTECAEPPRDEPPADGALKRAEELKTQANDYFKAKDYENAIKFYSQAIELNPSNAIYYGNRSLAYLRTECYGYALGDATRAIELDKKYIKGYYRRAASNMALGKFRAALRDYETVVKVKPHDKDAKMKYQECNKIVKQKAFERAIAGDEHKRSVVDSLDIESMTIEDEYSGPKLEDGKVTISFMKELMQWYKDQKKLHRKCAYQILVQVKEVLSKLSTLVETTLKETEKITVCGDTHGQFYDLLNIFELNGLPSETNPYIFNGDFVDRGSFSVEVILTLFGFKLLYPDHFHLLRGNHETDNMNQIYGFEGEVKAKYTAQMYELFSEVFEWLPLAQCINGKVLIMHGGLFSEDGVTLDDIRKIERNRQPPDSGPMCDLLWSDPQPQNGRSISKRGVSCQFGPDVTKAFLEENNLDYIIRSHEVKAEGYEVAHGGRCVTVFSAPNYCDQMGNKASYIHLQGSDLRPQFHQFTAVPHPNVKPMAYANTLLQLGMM
GASC-1 inh = human JMJD2C demethylase inhibition | GST-JMJD2C(1-420) H3K9me3 demethylation, DELFIA europium | inhibition, % at 2.35 µM | 0.069% of 330,000 active;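 active = more than half of a compound's replicate wells show inhibition beyond 50%, single wells judged on their own value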;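 note: signal counts dimethyl H3K9 product captured on neutravidin plate; 0% = median of DMSO wells and 100% = 0.3 times that DMSO median; strong numbers were not always called active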
Target sequence (Q9H3R0 1-420 limits assumed): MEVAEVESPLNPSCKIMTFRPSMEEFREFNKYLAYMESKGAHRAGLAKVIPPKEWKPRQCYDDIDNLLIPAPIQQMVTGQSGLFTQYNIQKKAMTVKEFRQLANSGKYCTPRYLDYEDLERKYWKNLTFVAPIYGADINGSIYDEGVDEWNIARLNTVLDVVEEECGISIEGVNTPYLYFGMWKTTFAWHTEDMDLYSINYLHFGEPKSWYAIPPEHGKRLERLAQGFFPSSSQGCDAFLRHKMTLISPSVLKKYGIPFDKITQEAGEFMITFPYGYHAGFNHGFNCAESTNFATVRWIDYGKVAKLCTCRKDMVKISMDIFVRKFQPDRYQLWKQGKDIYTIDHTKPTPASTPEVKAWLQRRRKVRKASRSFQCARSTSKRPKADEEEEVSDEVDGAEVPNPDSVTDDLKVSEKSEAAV
proCasp7 act = counter-screen for procaspase-3 activators: activators of human procaspase-7; recombinant procaspase-7, Ac-DEVD-pNA absorbance 405 nm; D23A/D198A/D206A triple mutant, cannot self-cleave; scale: DMSO 0, 5 µM enzyme 100; activation, % at 8.5 µM; 0.093% of 330,000 active; AID 463210; P55210;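 active = percent activation above the screen-wide mean plus 3 SD, cut at about 25% in these data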
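System: Uncleavable procaspase-7 mutant enzyme; Amount: 2 µM procaspase-7 mutant as dispensed; Schedule: 1 h compound preincubation, 2 h substrate cleavage, 25 °C; Measured by: 405 nm absorbance of p-nitroaniline; Evaluation: percent activation from buffer-corrected 0–120 min absorbance change; Control set: low DMSO alone, high DMSO plus 5 µM PC-7.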
VLA-4 inh = inhibition in a human VLA-4 binding assay | P13612 | VLA-4 expressing cells, ligand binding flow cytometry | inhibition, % (about 7 µM as worked out from the volumes in the protocol) | 0.2% of 330,000 active; in the data active = inhibition above about 50%
PP1 inh = PP1-alpha (human) inhibition in PP5 counter-screen; P62136; purified PP1alpha, OMFP fluorescence; inhibition, % at 6.7 µM; 0.9% of 320,000 active; AID 2235;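 active = inhibition above the mean inhibition of all tested compounds plus 3 SD, computed separately for each screening campaign, cut at about 15% in these data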
GRK2 aptamer HTS = inhibitors of human GRK2 displacing RNA aptamer | 0.59% of 330,000 active | inhibition of aptamer binding, % at 10 µM | bead flow cytometry, FAM-aptamer displacement from GRK2 | P25098;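 active = inhibition of aptamer binding above 40%, roughly 3 SD of noise, on plates passing a quality check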;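 note: median bead fluorescence of bound FAM aptamer so fluorescent compounds give negative values; no value below 0 was filed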
CTSL1 counter = counter-screen for PFM18AAP inhibitors: inhibitors of F. hepatica cathepsin L1 | 0.49% of 300,000 active | inhibition, % at 5.96 µM | recombinant F. hepatica cathepsin L1, Z-Leu-Arg-MCA fluorescence;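 active = inhibition above the mean of all tested compounds plus 3 SD, set per screening campaign, cut at about 17% in these data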;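 note: 0% = plate median of test compound wells and 100% = 1 µM Z-Phe-Ala-diazomethylketone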
The depositor's hits bear a star; i = inactive; / = not tested or not shown; & = joins results of further samples.

SMILES	proCasp3 act	HCV core dimer	PP5 primary	GASC-1 inh	proCasp7 act	VLA-4 inh	PP1 inh	GRK2 aptamer HTS	CTSL1 counter
CCCCN1CC[C@H]2C=CC[C@@H](C(=O)Nc3ccc(OC)cc3)[C@H]2C1=O	0	0	1.8	36	-5	26	0	0	-1
O=C(Nc1cccc(S(=O)(=O)N2CCCCC2)c1)c1ccc(N2CCCC2=O)cc1	12	/	0.8	-2	4	45	-9	4	/
C#CCn1c(-c2cccs2)nc2ccccc21	1	0	-2.2	-17	1	-7	-6	0	-6
COc1ccc(NC(=O)c2ccc(CNS(=O)(=O)c3cccc(OC)c3)cc2)cc1	3	10	0.5	-1	-4	-2	5	5	5
O=C(CN1C(=O)c2cccc3cccc1c23)NCc1ccccn1	1	-7	3.4	7	-3	-5	-6	0	1
COc1ccc(CCC(=O)N/N=C/c2ccc3c(c2)OCO3)cc1	-7	-4	1.4	3	-3	-2	-1	1	0
CCN(CC)S(=O)(=O)c1ccc(NC(=O)[C@@H](NC(=O)c2cc(OC)cc(OC)c2)C(C)C)cc1	1	5	0.1	6	7	-4	4	1	1
O=C(c1ccc(CN2CCc3ccccc3C2)cc1)N1CCN(c2ccc(F)cc2)CC1	-2	0	0.1	9	1	-9	1	1	-1
O=C(O)Cc1c(-c2ccccc2)c2cc(Br)ccc2[nH]c1=O	4	0	0.8	7	5	-3	0	0	-7
COc1ccc(/C=C2\CCCC(C(=O)C(F)(F)F)=C2O)cc1OC	-3	-1	0.0	2	-10	15	-1	1	4
CCn1ccnc1CN(C)C(=O)C1CCC(=O)N(CCc2cccc(F)c2)C1 (stereo not given)	7	1	1.5	1	-2	13	-2	3	0
COc1ccc2cc(CCNC(=O)c3c(-c4ccccc4Cl)noc3C)c(=O)[nH]c2c1	1	0	1.9	0	-5	-13	1	0	5
O=C1CC(Sc2nnnn2C2CCCCC2)C(=O)N1c1ccccc1 (stereo not given)	-18	-7	0.7	-7&-2	-34	41	0	0	2
O=C1CCCC2=C1C(c1cccs1)Nc1ccccc1N2 (stereo not given)	3	-2	-0.2	1	3	16	0	0	0
CC(C)(C)c1nc2scc(-c3ccc(Cl)cc3)c2c(=O)o1	-4	-1	-1.9	-20	-1	14	-5	0	-3

Entries of single compounds from above. Order of values: proCasp3 act | HCV core dimer | PP5 primary | GASC-1 inh | proCasp7 act | VLA-4 inh | PP1 inh | GRK2 aptamer HTS | CTSL1 counter
`O=C(CN1C(=O)c2cccc3cccc1c23)NCc1ccccn1` across the screens: 1 | -7 | 3.4 | 7 | -3 | -5 | -6 | 0 | 1
`COc1ccc(NC(=O)c2ccc(CNS(=O)(=O)c3cccc(OC)c3)cc2)cc1` across the screens: 3 | 10 | 0.5 | -1 | -4 | -2 | 5 | 5 | 5

Continued:
SMILES	proCasp3 act	HCV core dimer	PP5 primary	GASC-1 inh	proCasp7 act	VLA-4 inh	PP1 inh	GRK2 aptamer HTS	CTSL1 counter
O=C(Nc1cccc(Cl)c1N1CCCC1)c1ccco1	-2	-7	3.5	-10	-1	13	2	0	-1
Cc1cccc(NC(=O)c2cc(NC(=O)c3ccccc3)ccc2N2CCCCC2)c1	-2	4	-1.2	-1	-2	11	2	0	0
O=C(Cc1ccc(Cl)cc1)NN1C(=O)c2ccccc2C1=O	8	5	-1.0	-11	-7	0	0	1	-2
O=C1CC(c2ccc(O)c(O)c2)Oc2c1ccc(O)c2O (stereo not given)	-11	-7	-2.5	/	-16	10	4	8	0
Cc1ccc(C)c(NC(=O)CN(C)C(=O)c2oc3c(Cl)cccc3c2C)c1	4	0	1.1	-4	0	1	-2	0	2
COc1ccc(C(=O)NCc2nnc(SCC(=O)N3CCCCC3)o2)cc1OC	-2	-6	-0.3	12	-1	-4	2	0	3
COc1ccc(NC(=O)C2CSC(C)(C)N2C=O)cc1 (stereo not given)	9	1	4.4	15	5	9	4	75*	0
O=C1CCCCC1C(=O)c1ccccc1 (stereo not given)	-2	-6	-0.1	-6	0	4	-3	1	-4
COc1ccccc1C(=O)NNC(=O)c1ccc(F)cc1	-6	-3	1.2	7	-8	1	-3	0	0
COc1ccc(-c2sc3cc4c(cc3c2C#CC2(N)CCCCC2)OCO4)cc1	-3	/	0.7	4	2	0	11	0	/
CCn1cc(C(=O)NC(=S)Nc2cccc(O)c2)cn1	-8	-6	2.0	0	-8	30	-1	2	-1
Cc1ccc(N2C3=C(C(=O)CC(C)(C)C3)C(c3cn(C)nc3C)C3=C2CC(C)(C)CC3=O)cc1	2	25	-0.1	5	4	-99	-5	0	-4
NC(=O)[C@@H]1CCCNc2c(F)cc([N+](=O)[O-])cc2C(=O)N[C@@H](CO)C(=O)NCC(=O)N1	6	0	0.9	0	8	/	-2	/	2
CCCn1cc(CN2CCCC(CNC(=O)c3ccc(F)cc3)C2)c(C)n1 (stereo not given)	-1	-1	0.0	-10	10	31	1	0	-6
CC(=O)Nc1ccc(NC(=O)c2ccccc2Nc2ccccc2)cc1	-8	7	3.5	5	-1	-6	1	5	2
O=C(COc1ccccc1C(=O)NCc1ccncc1)Nc1ccc(Br)cc1	9	-1	0.8	1	6	5	1	1	0
O=C(O)/C=C\C(=O)NCc1ccccc1	-10	1	-2.1	13	3	-7	-5	0	0
COc1ccc(-c2ccoc2)cc1[C@H]1[C@H]2C=CC[C@@H](C)[C@@H]2C(=O)N1Cc1ccccc1	4	6	2.1	2	6	8	6	2	2
CCN(CC(=O)NC1CCS(=O)(=O)C1)S(=O)(=O)c1cc(C)ccc1C (stereo not given)	-1	3	-0.1	-6	2	6	-9	0	-5
O=C(CN(C(=O)c1ccccc1Cl)N1C(=O)C2C3C=CC(C3)C2C1=O)c1cccs1 (stereo not given)	-8	4	0.9	3	0	-4	-4	2	0
Cn1ccc(NC(=O)Nc2cccc(C(F)(F)F)c2)n1	6	2	0.2	-4	7	0	3	3	2
CCOC(=O)c1ccc(N2C(=O)CC(N3CCN(C(=O)c4ccco4)CC3)C2=O)cc1 (stereo not given)	-7	2	0.9	10	0	16	-4	1	-5
COc1ccc(/C(C)=N/OCC(=O)N2CC3(C)CC2CC(C)(C)C3)cc1 (stereo not given)	-1	6	0.1	14	11	4	-7	3	3
CCOc1ccccc1CNC(=O)CCNC(=O)Cn1ccc2ccccc2c1=O	9	0	2.0	5	14	18	4	0	-1
Cc1cc(C(F)F)n2nc(C(=O)Nc3sc4c(c3C(N)=O)CCC4)nc2n1	-12	-4	2.4	-1	-19	0	2	2	8
C=C(C)c1cccc(C(C)(C)NC(=O)Nc2cc(C)ccn2)c1	1	17	2.7	1	6	-6	3	0	4
COC(=O)C1=C(C)N(Cc2ccccc2)C(=NCCc2c[nH]c3ccccc23)N[C@H]1c1cccc(F)c1	-4	/	/	-15	-5	23	/	0	/
CC(C)c1ccc(Nc2ccc(C(=O)O)cc2[N+](=O)[O-])cc1	-5	1	-0.8	-9	-4	3	1	0	-6
CC1CCN(C(=O)CN2C(=O)C(C)(C)Oc3ccc(C(=O)NC4CCCC4)cc32)CC1	-3	0	2.0	3	-2	-8	-4	0	-2
CCc1ccc(/C=N/NC(=O)c2nnn(-c3nonc3N)c2CN2CCOCC2)cc1	2	0	-2.3	3	6	12	-1	1	4

An excerpt from the list above, as a working copy:
SMILES	proCasp3 act	HCV core dimer	PP5 primary	GASC-1 inh	proCasp7 act	VLA-4 inh	PP1 inh	GRK2 aptamer HTS	CTSL1 counter
Cc1cc(C(F)F)n2nc(C(=O)Nc3sc4c(c3C(N)=O)CCC4)nc2n1	-12	-4	2.4	-1	-19	0	2	2	8
C=C(C)c1cccc(C(C)(C)NC(=O)Nc2cc(C)ccn2)c1	1	17	2.7	1	6	-6	3	0	4

More entries
SMILES	proCasp3 act	HCV core dimer	PP5 primary	GASC-1 inh	proCasp7 act	VLA-4 inh	PP1 inh	GRK2 aptamer HTS	CTSL1 counter
COC(=O)C1=C(N)Oc2cc(C)n(Cc3ccncc3)c(=O)c2C1c1cccnc1 (stereo not given)	4	-2	-2.3	1	14	-4	-3	2	1
O=C(Nc1ccccn1)c1ccc(COc2ccccc2Cl)o1	-3	-11	2.5	3	10	15	-1	0	1
COc1ccc(-c2cnc3ccccc3n2)cc1NC(=O)CNC(=O)c1ccccc1	2	9	-2.5	-1	7	2	0	0	5
O=C(c1ccco1)N1CCN(C(=O)c2cnn3cccnc23)CC1	5	-1	0.4	8	-5	6	-5	1	7
O=C(Nc1nc2cc3c(cc2s1)OCCO3)c1ccc([N+](=O)[O-])o1	0	5	4.1	13	-22	-10	0	3	4
C[C@H](NC(=O)c1nc[nH]c1C(=O)N1CCNCC1)C(=O)OCc1ccccc1	4	7	0.5	1	6	34	-4	0	-2
Cc1cc(-c2nnc(CCC(=O)N(CC3CC3)CC3CCCO3)o2)no1 (stereo not given)	4	-9	2.6	-10	8	11	-3	0	-3
C=CCNC(=O)Cc1c(OC)ccc2cc(Br)ccc12	4	7	-2.4	5	-4	13	-1	1	0
COCCN1C(=O)/C(=C/c2ccc(N3CCCC3)cc2)SC1=S	-4	5	2.7	5	17	i	-4	57*	1
COc1ccc(CCN2CC(C(=O)NCc3ccco3)CC2=O)cc1OC (stereo not given)	-5	13	1.8	5	8	3	-6	15	1
COc1ccccc1NS(=O)(=O)c1cccc(-n2c(O)c(C=Nc3ccccc3C(=O)O)c3ccccc3c2=O)c1	-7	26	4.0	-5	-7	-15	23*	25	7
C/C(=N\Nc1cccc2cccnc12)c1ccc[nH]1	-4	-33	1.5	9	-19	-6	-3	0	5
Cc1ccccc1OCC(=O)OCC(=O)c1ccc(-c2ccccc2)cc1	-7	-5	-1.7	-10	3	18	12	0	-7
O=C(NC1CCCc2ccccc21)c1cc(F)cc(F)c1 (stereo not given)	-3	-2	-0.7	-6	4	-1	0	2	-4
O=C(NCCCN1CCOCC1)c1ccc2c(c1)N(Cc1cccc(Cl)c1)C(=O)CS2	3	-4	0.0	20	-1	-2	2	0	1
COc1ccc(N2C(=O)CC(NC34CC5CC(CC(C5)C3)C4)C2=O)c(OC)c1 (stereo not given)	-13	-3	-2.0	-2	-30	17	-4	1	0
O=C(C1=C[C@@H]2[C@H]3C(=O)N(c4ccccc4Cl)C(=O)[C@H]3[C@@H](C(=O)c3ccc(Cl)cc3)N2C=C1)c1ccccc1	-15	13	3.1	-8	-31	-54	23*	1	3
Cn1nc(C(=O)OCC(=O)c2ccccc2)c2ccccc2c1=O	6	/	/	2	11	1	/	0	/
CN(Cc1ccccc1)C(=O)CCC(=O)N(C)Cc1ccccc1	13	-5	2.0	-15	-2	-2	-2	1	-4
O=C1c2ccccc2NC(c2ccncc2)N1c1ccccn1 (stereo not given)	0	2	2.2	11	5	-8	0	3	1
CCC(C)C1NC(=S)N(C2CCCCC2)C1=O (stereo not given)	6	-2	0.7	-3	1	2	-2	1	1
CCOC(=O)/C(C#N)=C/c1ccc(SC)cc1	-6	8	2.6	-1	-12	-9	-3	2	2
CCn1c(SCC(=O)N2CCCCC2)nnc1-c1ccc(S(=O)(=O)N2CCN(C)CC2)cc1	-4	1	0.1	-15&-6	4	1	-2	2	-1
Cc1cc(C)n(-c2cc(C)c(C)cc2Br)n1	-8	8	3.0	10	7	5	0	0	-4
